SIAH1 antagonists – Siah-1 peptide-binding antagonists, primary screen, biochemical, fluorescence polarization, rhodamine-plectin, uHTS (AID 1817); Siah-1 / rhodamine-plectin peptide fluorescence polarization; higher % means a stronger effect; one-dose displacement, % at 20 µM; IC50 in µM for titrated hits; 290,000 compounds, 0.02% hits;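 active = displacement of at least 50% at 20 µM, with a fluorescence ratio check between 0.3 and a set limit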;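 also: plate controls were Siah plus tracer with DMSO for no effect and tracer alone without Siah for full effect; strong numbers were not always called active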
Hep lipid drop – modulators of hepatic lipid droplet formation. AML12 mouse hepatocytes, oleate lipid droplets, BODIPY imaging. inhibition, % at 6.5 µM. 240,000 compounds, 0.4% hits;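 active = lipid droplet intensity inhibited by at least 50%, with more than 500 cells counted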
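Material: mouse AML12 hepatocyte cell line, fixed after treatment; Timing: compound with oleate, overnight; Technique: high-content imaging of BODIPY-stained droplets and DAPI nuclei; Probe or stimulus: oleate, 100 µM final; Dosing: compound at 6.5 µM only.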
M17LAP inhibition – P. falciparum M17LAP inhibitors, primary screen, biochemical, fluorogenic H-Leu-NHMec substrate, 1536-well (AID 1619). recombinant M17LAP, H-Leu-NHMec fluorogenic kinetic assay; higher % means a stronger effect. inhibition, % at 30 µM; hits with a dose series show IC50 in µM. 220,000 compounds, 0.38% hits;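 active = compound inhibiting the enzyme by more than half at any dose during confirmatory dose-response retesting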;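 also: plate controls were full reaction with DMSO carrier for no effect and no enzyme background for full effect; strong numbers were not always called active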
HEK293 NOD2/NF-kB – inhibition of NOD2-driven NF-kB reporter – cell-based, luminescence, uHTS, HEK293 (AID 1566) | HEK293 NOD2/NF-kB luciferase reporter, luminescence; higher % means a stronger effect | one-dose inhibition, % at 4 µM; EC50 in µM for titrated hits | 290,000 compounds, 0.63% hits; also: many of its hits are not listed in these tables
ER stress rescue – protection against thapsigargin-triggered cell killing – 384-well, CSM14.1, ATP luminescence, primary screen (AID 1222) | CSM14.1 thapsigargin-induced death rescue, ATP luminescence; higher % means a stronger effect | cellular ATP content (survival), % at 20 µM, or EC50 in µM where a hit was titrated | 190,000 tested, under 10 active;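 active = EC50 below 50 µM in the dose-response confirmation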;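 also: death triggered by thapsigargin at about 15 µM added after 2 h compound pretreatment; cell ATP read after overnight thapsigargin exposure of roughly 18 to 22 hours; normalized against plate controls of thapsigargin alone and 5% DMSO vehicle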
M1AAP inhibition – malaria alanyl aminopeptidase activity blockers – biochemical, fluorogenic H-Leu-NHMec substrate, 1536-well (AID 1445). 220,000 compounds, 0.42% hits. recombinant M1AAP, H-Leu-NHMec fluorogenic kinetic assay; higher % means a stronger effect. inhibition, % at 30 µM; hits with a dose series show IC50 in µM;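 active = primary inhibition above the hit cutoff, then over 50% inhibition at one or more dose response concentrations, cut at about 23% in these data, passing the limit was not always enough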;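 also: plate controls were DMSO full reaction for no effect and no enzyme background for full effect; strong numbers were not always called active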
LYP inhibition – inhibitors of LYP phosphatase, biochemical, fluorescence intensity, uHTS (AID 1779) | one-dose inhibition, % at 11.5 µM; IC50 in µM for titrated hits | recombinant LYP phosphatase, fluorescence intensity; higher % means a stronger effect | 290,000 compounds, 0.054% hits;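 also: plate controls were vehicle with enzyme for no effect and no enzyme for full effect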
XIAP displacement – small molecules displacing peptide from XIAP – biochemical, IAP family, fluorescence polarization (AID 1018). XIAP BIR domain, fluorescence polarization peptide displacement; higher % means a stronger effect. 200,000 compounds, 0.007% hits. one-dose displacement, % at 20 µM; IC50 in µM for titrated hits; in the data active = displacement above about 50%; also: a part of the inactive calls stands beside numbers as strong as those of hits
AID2073 – inhibitors of Mint1-CaV2.2 protein interaction, biochemical, HTRF (AID 2073) | one-dose inhibition, % at 20 µM; IC50 in µM for titrated hits | 290,000 compounds, 0.19% hits | HTRF protein-protein interaction, Mint1-CaV2.2; higher % means a stronger effect; in the data active = inhibition mostly above about 51%, no sharp cut-off; also: some results filed as inactive read as strong as hits
Hep lipid drop cells 6.5 µM – second read-out of Hep lipid drop, no call of its own (marks repeat the call); cell count; measured here: cell count, cytotoxicity flag;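 cells counted across two imaged fields per well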
Active calls of the source: *; / = not tested or not shown. Rule as the data show it, unless noted: active = inhibition above about 50%; inactive = the rest.

item	canonical_smiles	SIAH1 antagonists	Hep lipid drop	Hep lipid drop cells 6.5 µM	M17LAP inhibition	HEK293 NOD2/NF-kB	ER stress rescue	M1AAP inhibition	LYP inhibition	XIAP displacement	AID2073
1	CC(=O)C1=C(C)NC(SCC(=O)c2ccc(Cl)c(Cl)c2)=C(C#N)C1c1ccco1 (stereo unspecified)	-5%	/	/	/	-45%	12%	/	11%	-14%	12%
2	CCOc1ccc(S(=O)(=O)N(CC)CC(=O)NCc2ccccn2)cc1C	-4%	-15	811	/	1%	/	/	-10%	/	-6%
3	Cc1cc(C(=O)N2CCCC(C(=O)c3ccc4ccccc4c3)C2)nn1C (stereo unspecified)	4%	2	751	-7%	20%	-0.5%	1%	-8%	-7.9%	-4%
4	O=c1[nH]c(N2CCCCC2)nc2c1CCCC2	4%	-4	710	-1%	4%	0.2%	6%	-2%	-2.6%	1%
5	CCn1c(Cc2ccccc2)nnc1SCC(=O)Nc1ccc(N2CCOCC2)c(Cl)c1	1%	-19	646	13%	23%	-1.5%	3%	-4%	-2.3%	-2%
6	C=CCOC(=O)COc1ccc2c(C)c(CC)c(=O)oc2c1	2%	7	640	-10%	-2%	/	14%	-4%	-0.8%	1%
7	COC(=O)c1c(C)[nH]c(C(=O)NCc2ccco2)c1C	5%	-1	696	0%	9%	/	4%	-5%	-3.8%	9%
8	O=C(OC(C(=O)NCc1cccs1)c1ccccc1F)c1ccco1 (stereo unspecified)	5%	-2	756	15%	-1%	-4.2%	-1%	-3%	-2.0%	-2%
9	COc1ccc(Cc2nnn(CC(=O)O)n2)cc1	-1%	2	732	10%	-15%	-1.7%	-2%	4%	-17%	5%
10	COc1ccc(-c2n[nH]c3c2C(c2ccc(OC)c(OC)c2)N(c2ccccc2)C3=O)cc1 (stereo unspecified)	-2%	14	705	-12%	19%	-1.1%	11%	3%	-2.2%	2%
11	CCCC1Nc2ccc(C(=O)O)cc2C2C=CCC12 (stereo unspecified)	36%	3	706	12%	-5%	-2.3%	3%	0%	-9.2%	21%
12	Cc1ccc(C(=O)c2c[nH]cc2-c2ccccc2)cc1	-4%	-4	719	23%	11%	-1.2%	8%	-6%	-1.9%	5%
13	CC(NC(=O)c1ccnn1C)C1CCCO1 (stereo unspecified)	1%	4	688	1%	19%	0.1%	0%	-5%	-0.8%	5%
14	CCS(=O)(=O)N1CCN(C(=O)CC(C)C)CC1	8%	12	723	-4%	20%	-0.7%	-10%	0%	1.1%	14%
15	CC1=NN(C(C#N)c2ccc(F)cc2)C(C)(C)C1 (stereo unspecified)	1%	-5	710	-2%	-6%	-0.7%	-1%	-6%	-3.5%	6%
16	O=C(Nc1cccc(C(=O)N2CCOCC2)c1)c1cncc(Br)c1	3%	-12	708	1%	-2%	0.2%	18%	-3%	-4.1%	5%
17	Cc1ccc(NC(=O)CN(C)S(=O)(=O)c2cccc3nsnc23)cc1Cl	-4%	-23	625	9%	20%	-2.3%	9%	0%	-7.1%	17%
18	CS(=O)(=O)Nc1ccc(C(=O)CC(=O)Nc2ccc([N+](=O)[O-])cc2)cc1	1%	0	793	/	6%	/	/	-4%	/	17%
19	Cc1ccnc(SCC(=O)N2CCN(c3ccccc3)CC2)n1	-4%	-6	764	21%	-8%	1.2%	2%	-2%	-2.4%	-26%
20	COc1ccc(CCNC(=O)CSc2ccc(NC(C)=O)cc2)cc1OC	0%	-12	816	/	-11%	/	/	-6%	/	-23%

(list continues)
item	canonical_smiles	SIAH1 antagonists	Hep lipid drop	Hep lipid drop cells 6.5 µM	M17LAP inhibition	HEK293 NOD2/NF-kB	ER stress rescue	M1AAP inhibition	LYP inhibition	XIAP displacement	AID2073
21	S=C(Nc1cccnc1)N1CCCCC1	4%	-1	665	-4%	7%	0.9%	4%	-6%	-2.7%	-17%
22	NS(=O)(=O)c1cccc(NC(=S)NC(=O)c2cccc([N+](=O)[O-])c2)c1	-5%	6	709	1%	2%	0.0%	10%	-5%	-2.7%	2%
23	O=C(c1ccc(F)cc1)N1C2CCC1CC(O)(c1ccccc1F)C2 (stereo unspecified)	2%	/	/	-3%	5%	-1.1%	-16%	-14%	-4.3%	-1%
24	Cn1c(=O)c2c(nc(SCC(=O)c3ccccc3F)n2C)n(C)c1=O	4%	-13	709	3%	10%	-1.3%	0%	-9%	-11%	-16%
25	CCOC(=O)/C(C#N)=C/Nc1ccsc1C(=O)OC	5%	4	715	4%	18%	/	5%	-7%	/	4%
26	CCCNC(=S)N1CC2(C)CN(C(=O)C(=O)OCC)CC(C)(C1)C2=O	-3%	0	602	-6%	6%	0.6%	2%	-7%	-9.4%	37%
27	CNC(=O)N1CCC(C(=O)c2c(C)c(C)c(C)c(C)c2C)CC1	1%	-11	817	/	15%	/	/	-13%	/	4%
28	COc1cc(/C=N/Nc2nc3ccccc3o2)cc(OC)c1O	1%	-3	786	9%	-16%	-0.5%	11%	-4%	-2.1%	-10%
29	Cc1ccc(C)c(OCCn2cc(/C=C(\C#N)C(=O)NCC3CCCO3)c3ccccc32)c1 (stereo unspecified)	28%	-4	656	11%	-5%	11%	8%	6%	-2.6%	0%
30	CC1(C)CC(NCCC(c2ccccc2)c2ccco2)CCO1 (stereo unspecified)	-1%	1	707	4%	2%	/	-1%	-10%	/	-10%
31	Cc1ccc2nc3c(cc(C(=O)NC4CCCCC4)c(=N)n3C3CCCCC3)c(=O)n2c1	2%	-11	837	/	10%	/	/	-48%	/	12%
32	CC(=O)N1C(=O)C(=C2C=C(C)OC(C)=C2)c2ccccc21	2%	/	/	1%	-2%	-0.1%	4%	-4%	-5.9%	29%
33	S=C1Nc2ccccc2Sc2ccc(Cl)cc21	0%	-29	685	9%	-4%	-5.2%	1%	1%	-6.9%	-6%
34	Cc1cc(N2CCOCC2)c(F)cc1C(=O)c1ccccc1	2%	/	/	-6%	6%	-1.4%	2%	3%	-1.1%	6%
35	CCNC(=O)c1oc2c(c1C)C(=O)CC(C)(C)C2	-1%	11	792	1%	9%	-0.2%	3%	-7%	-4.5%	2%
36	COc1ccc2nc(NC(=O)CSc3nnc(-c4ccoc4C)n3C)sc2c1	2%	/	/	1%	-54%	-1.1%	3%	-3%	-2.9%	-6%
37	Nc1nnnn1/N=C/c1ccco1	-2%	-12	735	-2%	18%	-2.0%	-1%	-8%	-6.6%	8%
38	COc1ccc(-n2c(N)c(C(=O)Nc3c(C)n(C)n(-c4ccccc4)c3=O)c3nc4ccccc4nc32)cc1	0%	19	724	-5%	15%	/	9%	1%	/	4%
39	CCCOCC(O)CC(CC)C(=O)NNC(=S)Nc1ccccc1 (stereo unspecified)	7%	-3	724	4%	4%	0.4%	0%	-7%	1.6%	45%
40	COCCNC(=O)c1onc(CSc2ccc(F)cc2)c1C(=O)NCCOC	5%	/	/	7%	14%	/	8%	-6%	/	9%

Full records as entered above. Screens in order: SIAH1 antagonists	Hep lipid drop	Hep lipid drop cells 6.5 µM	M17LAP inhibition	HEK293 NOD2/NF-kB	ER stress rescue	M1AAP inhibition	LYP inhibition	XIAP displacement	AID2073
Cc1ccc(C)c(OCCn2cc(/C=C(\C#N)C(=O)NCC3CCCO3)c3ccccc32)c1 (stereo unspecified) as listed: 28%	-4	656	11%	-5%	11%	8%	6%	-2.6%	0%
CC(=O)N1C(=O)C(=C2C=C(C)OC(C)=C2)c2ccccc21 as listed: 2%	/	/	1%	-2%	-0.1%	4%	-4%	-5.9%	29%

Additional results
item	canonical_smiles	SIAH1 antagonists	Hep lipid drop	Hep lipid drop cells 6.5 µM	M17LAP inhibition	HEK293 NOD2/NF-kB	ER stress rescue	M1AAP inhibition	LYP inhibition	XIAP displacement	AID2073
41	CC(=O)Nc1ccc(NC(=O)c2cc(-c3ccccc3)nc3ccccc23)cc1	14%	-1	823	/	11%	/	/	-4%	/	10%
42	COc1ccc(S(=O)(=O)NCc2ccccc2)cc1Br	0%	/	/	/	4%	/	/	-4%	/	5%
43	COC(=O)c1ccc(CN2CCC(CO)(CCOc3ccccc3)CC2)cc1	-1%	10	802	/	-7%	/	/	-9%	/	-6%
44	Oc1ccc(/C=N/NC(=S)Nc2cccnc2)cc1O	32%	2	631	50µM*	-10%	-2.7%	12%	3%	-17%	1%
45	CCCCCOC(=O)C1[C@H]2C(=O)N(Cc3cccs3)C[C@]23C=C[C@H]1O3 (stereo partly specified)	-3%	/	/	31%	7%	-0.8%	-1%	-5%	-1.9%	4%
46	COc1ccccc1CNC(=O)CCNC(=O)C1CCN(S(=O)(=O)c2ccccc2)CC1	22%	0	717	/	16%	/	/	-15%	/	-2%
47	COc1ccc(CCNc2nc(Cl)nc(NC(C)(C)CO)n2)cc1OC	15%	-15	800	/	-4%	/	/	-12%	/	0%
48	Cc1cccc(NC(=O)Nc2ccc3c(c2)N(C)C(=O)CS3)n1	3%	/	/	3%	-8%	0.7%	4%	-7%	-7.4%	18%
49	O=C(COC(=O)Cc1ccc(S(=O)(=O)N2CCOCC2)s1)NCCc1ccccc1	-5%	/	/	10%	25%	-0.6%	5%	-7%	-8.2%	6%
50	O=C(NCCc1ccccc1)c1ccc(Cl)c([N+](=O)[O-])c1	-1%	/	/	-11%	-114%	-3.3%	-1%	-3%	-7.0%	3%
51	Cc1nn(CC(=O)NCCCN2C(C)CCCC2C)c(=O)c2cc3occc3n12 (stereo unspecified)	11%	-4	632	/	10%	/	/	-10%	/	2%
52	COc1ccccc1C(=O)Nc1cccc2cccnc12	2%	-14	808	/	-4%	/	/	-7%	/	8%
53	CC12CCCCC1(O)[N+](=O)C1=C(CCCC1)N2[O-] (stereo unspecified)	-9%	/	/	11%	1%	-0.2%	10%	-2%	-4.2%	7%
54	Cn1cccc1CNC(=S)Nc1cc(F)cc(F)c1	0%	6	708	-16%	-1%	-18%	9%	-6%	-7.3%	-20%
55	Cc1ccc(S(=O)(=O)N2C(=O)CCC2C(=O)O/N=C(\N)c2ccccc2)cc1 (stereo unspecified)	-4%	1	826	/	-25%	/	/	-6%	/	10%
56	O=C(O)CCc1nc2cc3ccccc3cc2[nH]1	3%	32	738	24%	13%	-0.8%	3%	-2%	-2.4%	3%
57	CCOC(=O)N1CCN(C(=O)CSc2cc(C)nc3c(-c4ccccc4OC)c(C)nn23)CC1	2%	15	765	12%	0%	-0.5%	7%	4%	-2.4%	0%
58	COc1ccc(C(=O)N/N=C(\C)CC(=O)Nc2ccc3c(c2)OCO3)cc1	4%	17	825	10%	6%	/	3%	-4%	/	-8%
59	CC1(c2ccc3ccccc3c2)NC(=O)N(CC(=O)Nc2cccc(S(=O)(=O)N3CCOCC3)c2)C1=O (stereo unspecified)	5%	19	669	-1%	14%	6.2%	-3%	0%	1.2%	45%
60	CSc1cccc(NC(=O)c2sc3nc4n(c(=O)c3c2C)CCC4)c1	1%	0	720	/	-20%	/	/	3%	/	-1%
61	O=c1oc(-c2cccs2)nc2sc3c(c12)CCC3	0%	/	/	-5%	4%	3.1%	0%	-4%	-3.3%	12%
62	Nc1cc(-c2ccccc2)n2c(n1)nc1ccccc12	4%	/	/	1%	14%	/	4%	-6%	/	20%

Some of the compounds tested. The share of hits here may be higher or lower than overall.
